ERG Ets-DNA blk = ERG Ets/DNA interaction inhibition; actives 0.028% (n = 370,000); P11308; fluorescence polarization, His-ERG Ets domain / labelled DNA; Potency, µM (highest dose often 76.9 µM), inactives show at the top dose FP activity, negative = inhibition, most hits filed as inhibitors; active means well fitted inhibition curve with a large enough effect in the polarisation, with a control signal flat; inconclusive means small, poorly fitted or top-dose-only effect, or effect the other way, or a change in a side signal; inactive means no such curve, though single readings can be large or run the other way; the % refers to the polarisation;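 further: polarization taken with two DNA probes labelled with fluorescein and Texas red; % of control where 0% means no effect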
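His-tagged ERG Ets domain (1 uM in the protein solution; 300mM KCl, 50mM Tris-HCl, 1mM EDTA, 1mM DTT, pH 7.5) received compound, then a probe mix of 5 nM fluorescein-DNA and 100nM Texas-615-DNA. Fluorescence polarization was read for both dyes.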
JMJD2A Tudor = blocks the human JMJD2A Tudor domain; Potency, µM (top dose mostly 114 µM), for inactives: at the top dose activity change, negative = inhibition, usual class: inhibitors; actives 4.4% (n = 390,000); O75164; AlphaScreen JMJD2A-Tudor / H3K4me3 peptide binding; further: on the % scale 0 is the no-effect control and ±100 the full control effect; nearly all actives have a fitted effect of over 50% in size
Pin1 inh = blocks the human prolyl isomerase Pin1. Q13526. Pin1 FP peptide displacement, HiFluor488, 10 min. Potency, µM (doses to about 115 µM), without a hit: at the highest dose activity, negative = inhibition, most hits filed as inhibitors. actives 0.009% (n = 390,000). AID 504891; active means well fitted inhibition curve with a large enough effect in the polarisation, with a control signal flat, not every such curve was filed as active; inconclusive means small, poorly fitted or top-dose-only effect, or effect the other way, or a change in a side signal; inactive means no such curve, though single readings can be large or run the other way; the % refers to the polarisation; further: on the % scale 0 is the no-effect control and ±100 the full control effect
RGS4 inhibitor = human RGS4 inhibition | Transcreener GDP fluorescence polarization, RGS4-accelerated GTP hydrolysis | Potency, µM (highest dose often 114 µM), for inactives: at the highest dose activity change, negative = inhibition, hits mostly inhibitors | actives 0.039% (n = 390,000) | AID 504845; further: on the % scale 0 is the no-effect control and ±100 the full control effect; nearly all actives have a fitted effect of over 75% in size; some results filed as inactive show a strong effect at the top dose
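MLSMR compounds (23 nl, pin-transferred) preincubated 10 min at room temperature with a 500nM (2x) first reagent, then RGS4 at 900nM (2x) plus Transcreener GDP mix added; fluorescence polarization (620/688 nm) read before and after 90 min at 30 °C.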
rTrxR1 inhibitor = rat TrxR1 inhibition. AID 588453. Potency, µM (doses to about 114 µM), inactives show at the top dose activity change, negative = inhibition, usual class: inhibitors. recombinant rTrxR1, NADPH fluorescence consumption, selenite substrate. actives 1% (n = 390,000). O89049; further: on the % scale 0 is the no-effect control and ±100 the full control effect; nearly all actives have a fitted effect of over 65% in size
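Rat TrxR1 (90 nM in the dispensed reagent) was pre-reduced with 400 uM NADPH for 5 min at room temperature, then incubated with compound for 15 min. After 400 uM selenite was added, NADPH fluorescence (Ex 340/Em 450 nm) was followed for 8 min.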
ALOX12 inh = ALOX12 (human) lipoxygenase inhibition; Potency, µM (series often up to 108 µM), for the others: top-dose activity change, negative = inhibition, hits mostly inhibitors; AID 1671190; actives 1.1% (n = 580,000); purified 12hLO, xylenol orange hydroperoxide absorbance; further: on the % scale 0 is the no-effect control and ±100 the full control effect
Target sequence (P18054 whole entry, looked up): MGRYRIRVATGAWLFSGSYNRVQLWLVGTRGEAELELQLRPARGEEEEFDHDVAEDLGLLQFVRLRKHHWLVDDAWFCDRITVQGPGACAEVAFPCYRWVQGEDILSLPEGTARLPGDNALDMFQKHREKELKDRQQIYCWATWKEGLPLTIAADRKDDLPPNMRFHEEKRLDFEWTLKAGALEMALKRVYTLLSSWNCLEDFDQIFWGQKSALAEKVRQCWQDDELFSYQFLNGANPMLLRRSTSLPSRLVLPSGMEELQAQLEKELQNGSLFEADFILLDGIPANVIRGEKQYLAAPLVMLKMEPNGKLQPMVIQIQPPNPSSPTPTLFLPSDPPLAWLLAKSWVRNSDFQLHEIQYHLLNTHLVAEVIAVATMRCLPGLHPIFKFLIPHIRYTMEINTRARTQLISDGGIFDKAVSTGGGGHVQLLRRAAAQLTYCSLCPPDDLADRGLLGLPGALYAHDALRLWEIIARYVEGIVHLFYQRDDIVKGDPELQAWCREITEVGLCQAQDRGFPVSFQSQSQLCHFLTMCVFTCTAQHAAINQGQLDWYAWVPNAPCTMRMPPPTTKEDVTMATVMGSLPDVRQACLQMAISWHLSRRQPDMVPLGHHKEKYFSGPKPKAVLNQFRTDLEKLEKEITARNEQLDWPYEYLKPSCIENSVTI
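Purified human 12hLO at 150 nM in 25 mM Hepes, 0.01% Triton X-100, pH 7.0, preincubated 15 min at room temperature with compound. Reaction started with 40 uM arachidonic acid, 30 min at room temperature. Hydroperoxide measured by Fe-xylenol orange, 573/405 nm absorbance ratio.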
GLS inhibitor = inhibitors of human glutaminase (GLS); GLS enzymatic activity, qHTS titration; Potency, µM (highest dose often 45.5 µM), inactives show at the top dose activity change, negative = inhibition, hits mostly inhibitors; O94925; actives 0.21% (n = 410,000); further: on the % scale 0 is the no-effect control and ±100 the full control effect
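hKGA in 45 mM KH2PO4 pH 8.2, 0.02% Tween-20 with pin-transferred compounds; 1 mM L-glutamine (stock) plus glutamate oxidase/HRP/Amplex Red coupling added. Fluorescence read initially and after 30 min at RT.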
Tb PGK inh = blocks T. brucei phosphoglycerate kinase | P07378 | PGK/GAPDH coupled, Kinase-Glo luminescence, 60 min | Potency, µM (series often up to 57.5 µM), for the others: top-dose activity change, negative = inhibition, most hits filed as inhibitors | actives 0.043% (n = 380,000); further: on the % scale 0 is the no-effect control and ±100 the full control effect; nearly all actives have a fitted effect of over 60% in size
Target sequence (P07378 whole entry, looked up): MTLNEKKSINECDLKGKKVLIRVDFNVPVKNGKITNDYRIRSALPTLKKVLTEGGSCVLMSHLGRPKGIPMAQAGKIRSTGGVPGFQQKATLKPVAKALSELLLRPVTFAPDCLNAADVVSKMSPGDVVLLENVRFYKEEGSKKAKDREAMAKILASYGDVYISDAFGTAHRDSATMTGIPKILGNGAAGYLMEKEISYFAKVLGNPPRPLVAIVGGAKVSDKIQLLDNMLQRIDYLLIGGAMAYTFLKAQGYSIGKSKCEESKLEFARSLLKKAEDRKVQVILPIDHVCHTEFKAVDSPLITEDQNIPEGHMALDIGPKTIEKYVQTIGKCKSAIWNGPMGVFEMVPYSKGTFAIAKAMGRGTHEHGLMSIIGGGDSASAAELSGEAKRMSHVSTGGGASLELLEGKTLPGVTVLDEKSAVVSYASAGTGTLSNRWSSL
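Recombinant glycosomal PGK reaction used 1,3-bisphosphoglycerate generated in-well by GAPDH (100nM final) in 100mM TEA pH 7.6, 5mM MgCl2, 0.01% Tween-20. After 60 minutes at room temperature, ATP was read by Kinase-Glo Plus luminescence end-point.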
HP1b chromo inh = inhibitors of HP1-beta chromodomain binding to methylated histone tails; AlphaScreen HP1-beta / biotin-H3K9me3 peptide binding; Potency, µM (doses to about 114 µM), inactives show top-dose activity change, negative = inhibition, usual class: inhibitors; actives 0.56% (n = 390,000); P83916; further: nearly all actives have a fitted effect of over 70% in size; inactives centre near 23
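AlphaScreen: HP1-beta (50 nM) preformed 30 min with biotin-H3(1-18)K9me3 peptide (50 nM) in PBS pH 7.4, 0.01% Tween-20. Compound added for 30 min at RT, then streptavidin donor/nickel chelate acceptor beads (10 ug/mL) for 30 min.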
Active calls of the source: *; i = inactive; ? = inconclusive; / = no result given; & = joins results of further samples; [ ] = dose if it differs, or a comment. Unless noted, the call rests on the fitted dose curve; in most records, active means well fitted curve in the direction sought with a large enough effect; inconclusive means small, poorly fitted or top-dose-only effect, or another doubt; inactive means no such curve, though single readings can be large; an effect the other way counts as inactive or inconclusive. Potency means the concentration at half of the fitted maximal effect. Some of the compounds tested; rates above refer to the full screens.

SMILES	ERG Ets-DNA blk	JMJD2A Tudor	Pin1 inh	RGS4 inhibitor	rTrxR1 inhibitor	ALOX12 inh	GLS inhibitor	Tb PGK inh	HP1b chromo inh
Cc1cc(C(=O)NNC(=O)c2ccc(C)c([N+](=O)[O-])c2)c(C)o1	4.6%	-16.7%	-2.9%	-7.5%	-4.7%[57.1 µM]	-2.3%	10.2%	-4.7%	8.8%
O=C(N/N=C/c1ccc([N+](=O)[O-])o1)C1CCCC1	6.7%	-15.2%	-10.9%	28.0%	?	0.0%	1.9%	-6.3%	25.5%
COc1ccc(/C=C/C(=O)NCC(=O)N/N=C/c2cc(Br)ccc2OCc2ccccc2)cc1	6.5%	-20.1%	28.0%	22.0%	9.8%[57.1 µM]	1.7%	1.7%	-6.2%	32.0%
Cc1cc(C(=O)NCc2ccccc2)no1	5.5%	-0.7%	?	-31.9%	14.1%	6.6%	0.9%	i	27.8%
Cc1ccsc1CN1CCN(c2ccccn2)CC1	-1.2%	1.78µM*	-11.3%	-10.3%	-1.6%	-36.2%	-2.1%	i	-52.9%
O=C(NCC(c1ccco1)N1CCCCC1)c1cccc(S(=O)(=O)Nc2ccc(F)cc2)c1 (stereo not given)	0.0%	-19.9%	-6.2%	-22.5%	-8.0%	?	0.2%	11.7%	17.7%
Cc1nnsc1C(=O)N1CCN(c2ccc(F)cc2)CC1	-5.4%	-19.5%	0.3%	19.8%	22.3%	-24.7%	8.5%	-9.5%	29.7%
O=C(NC(NCCCN1CCOCC1)(C(F)(F)F)C(F)(F)F)C1CCCCC1	-1.3%	-9.4%	-0.8%	5.4%	-1.3%	-3.2%	0.4%	-10.0%	6.7%
CCC(C)NC(=O)CSC1=Nc2ccccc2C2=NC(CCC(=O)NCc3ccco3)C(=O)N12 (stereo not given)	-0.8%	-5.4%	0.2%	-20.9%	-14.3%	-2.8%	-24.0%	5.1%	31.4%
COc1cc(CN2CCC(CO)(CCOc3ccccc3)CC2)cc(OC)c1	3.7%	-4.4%	-0.1%	19.7%	11.5%	13.2%	-0.5%	6.6%	22.9%
CCOc1cc(/C=C(/C#N)C(=O)Nc2ccc(O)cc2)cc(Br)c1O	1.2%	-27.0%	?	-30.7%	-23.6%	0.6%	63.3%[activator]	3.5%	-13.1%
CC(=O)Nc1ccc(S(=O)(=O)N2CCC(=O)Nc3ccccc32)cc1	12.2%	-2.8%	-5.5%	-0.6%	3.1%	7.7%	-8.9%	-6.5%	19.7%
C=CC(C)(C)c1c2occc2c(O)c2ccc(=O)oc12	5.5%	-27.2%	-8.9%	2.2%	1.8%	6.8%	15.3%	-8.3%	7.5%
O=C(NCCCN1CCOCC1)c1cccc(S(=O)(=O)Nc2ccc(F)cc2)c1	-4.3%	-17.6%	-2.8%	16.8%	-0.3%	3.4%	2.1%	i	?
C/C(=N\Nc1ccc2nncn2n1)c1ccccn1	-4.0%	22.4µM*	-1.6%	0.8%	1.3%[57.1 µM]	i	-7.7%	0.9%	27.5%
CCc1cccc(CC)c1NC(=O)C[n+]1cccc(C(N)=O)c1	-3.0%	2.1%	8.3%	-16.0%	9.3%[57.1 µM]	-14.0%	-7.6%	3.6%	5.6%
COc1cccc(NC(=O)c2cc3ccccc3o/c2=N\O)c1	2.0%	-34.0%	1.5%	-1.5%	15.3%	-17.6%	5.4%	-11.3%	?
Cc1ccc(-n2ncc3c(NCCCN4CCOCC4)ncnc32)cc1Cl	-0.3%	-25.4%	-1.4%	11.2%	6.6%[57.1 µM]	?	-4.6%	i	24.1%
CCCNc1nc(C)nc2c1cnn2CCc1ccccc1	2.8%	-2.9%	-0.4%	13.9%	-3.9%	?	6.9%	-0.5%	14.0%
CCCCCc1ccc(C2=NNC(=O)CC2)cc1	8.1%	-27.3%	8.3%	3.9%	-16.9%	0.0%	-0.7%	6.3%	7.0%
CN(C(=O)Cc1c(C(=O)O)n(C)c2ccccc12)c1ccc(F)cc1	0.5%	-14.3%	-7.0%	21.0%	25.1%[57.1 µM]	-8.2%	8.0%	-0.2%	19.6%
COc1ccc(-c2nnn(CC(=O)N(Cc3ccccc3Cl)C(C(=O)NCC3CCCO3)c3ccco3)n2)cc1 (stereo not given)	-8.0%	-10.8%	-0.3%	-21.9%	16.2%	?	2.6%	3.4%	24.3%
Cc1ccc(-c2nnc(SCC(=O)NCc3ccccc3)nc2-c2ccc(C)cc2)cc1	1.2%	-35.5%	?	12.3%	20.8%[57.1 µM]	-26.3%	-0.5%	-3.6%	?
Cc1ccc(NC(=O)Cn2cc(C(=O)C3CC3)c3ccccc32)c(C)c1	?	-16.6%&-2.7%	-11.6%&13.0%	-26.3%&8.6%	28.3%&8.9%	-0.7%&-4.5%	4.5%&1.9%	-6.5%	48.4%&24.8%[activator]
CCn1c(=S)sc2c(=O)n(CC(=O)Nc3ccccc3OC)c(C)nc21	-6.2%	-1.4%	-15.5%	18.0%	1.3%	3.0%	13.5%	2.1%	24.2%
O=C(O)c1cccc(NC2=C(Cl)C(=O)c3ccccc3C2=O)c1	0.9%	56.2µM*	?	-43.7%	?	?	9.5%	-11.6%	?
COCCNC(=O)C1=NOC(Cn2cc(C#N)c(=O)n(C)c2=O)C1 (stereo not given)	-5.3%	-0.7%	0.9%	6.9%	2.3%[57.1 µM]	-13.0%	6.5%	0.6%	28.4%
CC(C)CCNC(=O)COc1ccc(C(=O)c2ccccc2)cc1	-1.2%	2.1%	0.1%	-8.4%	19.2%	0.0%	2.2%	-5.6%	45.4%[activator]
CCCCOc1ccc(C(=O)Nc2cc(-c3cn4cccnc4n3)ccc2OC)cc1	-4.9%	-11.3%	-0.6%	-0.9%	16.2%[57.1 µM]	-5.5%	5.0%	-10.2%	17.3%[57 µM]
O=C(Nc1nc2ccccc2s1)c1cc(-c2ccco2)nc2ccccc12	6.3%	?	38.6%[activator]	?	?	-22.1%	-4.1%	i	10.5%

Sorted by the number under RGS4 inhibitor (largest number first): 3 from the list above.
SMILES	ERG Ets-DNA blk	JMJD2A Tudor	Pin1 inh	RGS4 inhibitor	rTrxR1 inhibitor	ALOX12 inh	GLS inhibitor	Tb PGK inh	HP1b chromo inh
Cc1ccc(-c2nnc(SCC(=O)NCc3ccccc3)nc2-c2ccc(C)cc2)cc1	1.2%	-35.5%	?	12.3%	20.8%[57.1 µM]	-26.3%	-0.5%	-3.6%	?
CCCCCc1ccc(C2=NNC(=O)CC2)cc1	8.1%	-27.3%	8.3%	3.9%	-16.9%	0.0%	-0.7%	6.3%	7.0%
CC(C)CCNC(=O)COc1ccc(C(=O)c2ccccc2)cc1	-1.2%	2.1%	0.1%	-8.4%	19.2%	0.0%	2.2%	-5.6%	45.4%[activator]

Reprinted from above, 2 compounds:
SMILES	ERG Ets-DNA blk	JMJD2A Tudor	Pin1 inh	RGS4 inhibitor	rTrxR1 inhibitor	ALOX12 inh	GLS inhibitor	Tb PGK inh	HP1b chromo inh
CCCCOc1ccc(C(=O)Nc2cc(-c3cn4cccnc4n3)ccc2OC)cc1	-4.9%	-11.3%	-0.6%	-0.9%	16.2%[57.1 µM]	-5.5%	5.0%	-10.2%	17.3%[57 µM]
O=C(Nc1nc2ccccc2s1)c1cc(-c2ccco2)nc2ccccc12	6.3%	?	38.6%[activator]	?	?	-22.1%	-4.1%	i	10.5%

Additional records
SMILES	ERG Ets-DNA blk	JMJD2A Tudor	Pin1 inh	RGS4 inhibitor	rTrxR1 inhibitor	ALOX12 inh	GLS inhibitor	Tb PGK inh	HP1b chromo inh
Cc1c(O)ccc(C(=O)COc2ccccc2F)c1O	-1.4%	13.7%	1.1%	17.3%	-16.4%	-7.3%	/	2.4%	33.6%[activator]
COc1cc(NS(=O)(=O)c2c(C(=O)N3CCCCC3)c(C)n(C)c2C)cc(OC)c1OC	-6.0%	-9.7%	-2.1%	0.8%	-6.1%[57.1 µM]	-10.8%	7.5%	-6.5%	47.0%[activator]
Cc1ccc(CS(=O)Cc2ccc(C(=O)N3CCN(c4ccc(F)cc4)CC3)o2)cc1 (stereo not given)	-17.4%	-18.8%	5.8%	-14.9%	10.4%	-13.0%	-5.4%	-4.6%	17.8%
N#Cc1cccc(NC(=O)Nc2cccs2)c1	9.2%	-32.0%	3.2%	-3.7%	-21.6%	?	2.7%	-0.9%	-13.1%
COc1ccc(/C=N/NC(=O)c2ccoc2C)cc1O	-3.5%	-18.5%	-2.4%	-0.2%	-3.2%	27.0%	34.5%	-10.0%	-3.0%
CCCn1c(N)c(N(CCOC)C(=O)c2ccc(S(=O)(=O)N3CCOCC3)cc2)c(=O)[nH]c1=O	-3.2%[15.4 µM]	-7.5%	2.4%	-7.4%	-2.8%	?	4.0%	0.4%	32.6%
CCCC1/C(=N/O)CC(c2ccccc2)NC1c1ccccc1 (stereo not given)	-3.8%	-7.6%	?	-9.5%	4.3%	-12.4%	-6.3%	2.7%	31.6%
CC(C)(C)c1cnnn1-c1cccc([N+](=O)[O-])c1	-1.7%	-8.4%	-1.8%	7.5%	8.6%[57.1 µM]	-7.6%	-15.1%	-9.0%	34.4%
COc1cc(/C=N/NC(=O)c2cccnc2)ccc1OCC(=O)N1CCOCC1	1.8%	-14.3%	-0.1%	17.4%	-15.1%	5.0%	2.0%	-2.1%	11.8%
Cc1nn(-c2cccc3cccnc23)c(=O)c2ccccc12	-2.8%	-10.1%	-0.2%	-8.2%	20.0%	-10.6%	10.3%	i	13.1%
CCCC1C2CN(C(C)C)CC=C2C(C#N)=C(N)C1(C#N)C#N (stereo not given)	-8.0%	?	?	-10.0%	?	?	?	-5.3%	4.4%
